RECQ1 helicase – blocks DNA unwinding by human RECQ1 | P46063 | RECQ1 DNA unwinding, red fluorescence kinetic read | Potency, µM (highest dose often 57.3 µM), without a hit: at the highest dose activity, negative = inhibition, actives largely listed as inhibitors | hit rate 0.54% among 240,000;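 also: plate controls were vehicle for no effect and no enzyme for full effect; nearly all actives have a fitted effect of over 30% in size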
Target sequence (P46063 whole entry, looked up): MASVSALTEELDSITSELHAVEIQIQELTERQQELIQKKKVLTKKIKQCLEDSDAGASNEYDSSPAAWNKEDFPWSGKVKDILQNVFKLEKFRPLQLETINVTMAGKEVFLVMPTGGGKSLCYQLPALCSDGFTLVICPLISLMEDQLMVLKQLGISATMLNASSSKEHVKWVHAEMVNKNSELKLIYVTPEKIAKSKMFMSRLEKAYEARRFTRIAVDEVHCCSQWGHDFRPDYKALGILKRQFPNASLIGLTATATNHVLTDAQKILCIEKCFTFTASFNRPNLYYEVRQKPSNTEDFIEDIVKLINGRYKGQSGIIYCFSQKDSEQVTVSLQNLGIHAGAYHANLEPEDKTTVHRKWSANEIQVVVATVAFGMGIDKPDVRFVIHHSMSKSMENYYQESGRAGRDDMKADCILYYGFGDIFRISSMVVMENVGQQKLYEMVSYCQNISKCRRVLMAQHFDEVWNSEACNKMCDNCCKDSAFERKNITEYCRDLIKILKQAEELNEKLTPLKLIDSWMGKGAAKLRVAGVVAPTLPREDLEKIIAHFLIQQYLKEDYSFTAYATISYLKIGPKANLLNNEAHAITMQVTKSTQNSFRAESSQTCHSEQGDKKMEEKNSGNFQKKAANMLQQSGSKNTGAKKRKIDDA
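RECQ1T1 50 nM; forked duplex (20 bp + 30-nt ss tails) 200 nM, ATP 2 mM final; pH 8.0, 2 mM MgCl2, 2.5 ug/ml poly(dI-dC); 15 min compound preincubation; discontinuous kinetic read over 2 h at RT.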
JMJD2E inh – JMJD2E (human) inhibition | B2RXH2 | JMJD2E catalytic domain, FDH-coupled NADH fluorescence (FDH is formaldehyde dehydrogenase) | Potency, µM (doses to about 57.1 µM), inactives show at the highest dose activity change, negative = inhibition, actives largely listed as inhibitors | hit rate 1.6% among 230,000; active = well fitted inhibition curve with a large enough effect, not every such curve was filed as active; inconclusive = small, poorly fitted or top-dose-only effect, or another doubt; inactive = no such curve, though single readings can be large or run the other way;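 also: 0% = wells with enzyme and -100% = buffer wells without enzyme; nearly all actives have a fitted effect of over 50% in size; many of its hits are not listed in these tables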
Epigenetic derep – epigenetic control regulation, reporter derepression | murine LDR cells, GFP reporter derepression, 30 h | Potency, µM (titrated, usually from 53.9 µM), for inactives: top-dose GFP activation, usual class: activators | hit rate 0.2% among 280,000 | AID 1865; also: % of control where 0% means no effect; nearly all actives have a fitted effect of over 60% in size
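In this reporter-derepression format, murine cells bearing a silenced integrated CMV-GFP locus incubate with test compound (30 h, 37 C), then are washed and imaged; fluorescent objects of 20–120 um count as induced cells.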
KinaseGlo FLuc – blocks Kinase-Glo luciferase, a counter-screen artifact. hit rate 0.28% among 200,000. Q27757. Potency, µM (doses to about 38.3 µM), without a hit: top-dose activity change, negative = inhibition, actives largely listed as inhibitors. Kinase-Glo luciferase, ATP luminescence, 8 min; also: % is scaled to controls: 0 for no effect and ±100 for the full control effect; nearly all actives have a fitted effect of over 60% in size
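Compound is pinned into ATP-containing buffer (10 uM ATP, imidazole pH 7.2, 7 mM MgCl2). Kinase-Glo luciferase reagent is then added. Light output is recorded following an 8-min room-temperature incubation.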
RGS12 GoLoco inh – RGS12 GoLoco-Gai1 interaction inhibition; P63096; Gai1:RGS12 GoLoco peptide FP, rhodamine, 10 min; Potency, µM (top dose mostly 61.6 µM), inactives show at the top dose activity, negative = inhibition, usual class: inhibitors; hit rate 0.44% among 230,000; AID 880; active = well fitted inhibition curve with a large enough effect, not every such curve was filed as active; inactive = no such curve, though single readings can be large or run the other way; also: % is scaled to controls: 0 for no effect and ±100 for the full control effect; nearly all actives have a fitted effect of over 30% in size; many of its hits are not listed in these tables
Target sequence (P63096 whole entry, looked up): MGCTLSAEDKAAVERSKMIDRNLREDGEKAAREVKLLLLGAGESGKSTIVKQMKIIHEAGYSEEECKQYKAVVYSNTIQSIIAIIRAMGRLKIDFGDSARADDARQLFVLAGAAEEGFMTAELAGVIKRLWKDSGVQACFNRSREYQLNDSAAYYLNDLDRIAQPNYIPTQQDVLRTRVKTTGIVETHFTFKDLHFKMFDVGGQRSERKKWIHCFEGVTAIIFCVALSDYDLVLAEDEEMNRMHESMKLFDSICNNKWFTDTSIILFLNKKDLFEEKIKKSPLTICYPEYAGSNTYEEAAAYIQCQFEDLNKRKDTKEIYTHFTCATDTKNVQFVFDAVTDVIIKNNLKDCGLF
NPSR antag – antagonists of human neuropeptide S receptor cAMP signaling. Q6W5P4. CHO-NPSR cells, cAMP TR-FRET, antagonist mode. Potency, µM (doses to about 38.3 µM), for inactives: top-dose activity change, negative = inhibition, most hits filed as inhibitors. hit rate 1% among 220,000; also: % is scaled to controls: 0 for no effect and ±100 for the full control effect; nearly all actives have a fitted effect of over 50% in size; many of its hits are not listed in these tables
SMN2 splice up – SMN2 splice variant enhancement; HEK293 SMN2-luciferase splicing reporter, luminescence, 30-36 h; Potency, µM (series often up to 46.1 µM), for the others: at the highest dose activity change, positive = activation, most hits filed as activators; hit rate 2.8% among 210,000; AID 1458; also: % of control where 0% means no effect; nearly all actives have a fitted effect of over 55% in size
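HEK293 cells carry an SMN2 minigene-luciferase reporter in which exon 7 inclusion puts luciferase in frame. Cells were seeded at 2000 cells/well, attached for 10-12 hours, then exposed to compounds for 30-36 hours at 37C before ONE-Glo luminescence.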
IMPase Li cell – IMPase inhibition in cells with lithium potentiation; hit rate 0.35% among 210,000; Potency, µM (doses to about 59.4 µM), for inactives: at the top dose activity, negative = IMPase inhibition, usual class: inhibitors; CHO-M1 cells, IP1 TR-FRET (IP-One), carbachol + lithium;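 also: IP1 builds up when IMPase is blocked and the TR-FRET signal falls; plate controls were basal vehicle for no effect and high inhibitor control for full effect; nearly all actives have a fitted effect of over 50% in size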
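CHO cells stably expressing M1 receptor (2000/well, cultured 16–30 h) treated 30 min at 37C with compound plus low lithium. Cytosolic IP1 by TR-FRET (665/620 ratio and 620 channel) after 10 min lysis; AC50 by Hill fit.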
* = called active by the depositor; i = inactive; ? = inconclusive; . = no result given; & = joins results of further samples; [ ] = another dose, or the depositor's remark. Unless noted, calls follow the shape of the dose curve; as a rule, active = well fitted curve in the direction sought with a large enough effect; inconclusive = small, poorly fitted or top-dose-only effect, or another doubt; inactive = no such curve, though single readings can be large; an effect the other way counts as inactive or inconclusive. Potency is read from the fitted curve at half-maximal effect.

Compound	Epigenetic derep	RGS12 GoLoco inh	RECQ1 helicase	NPSR antag	JMJD2E inh	SMN2 splice up	KinaseGlo FLuc	IMPase Li cell
CC(C)C(NC(=O)c1ccco1)C(=O)NCC(c1ccco1)N(C)C (stereo not given)	0.3%	10%	4%	-3%[46.1 µM]	0%	-39%[inhibitor]	0%	-2%[38.3 µM]
O=C(COc1cccnc1[N+](=O)[O-])Nc1ccc2c(c1)CCC2	-1.6%	1%	i	10%	-10%	.	.	.
CCOC(=O)/C(=N\Nc1cccc(C(F)(F)F)c1)N1CCOCC1	-0.9%	-4%	-4%	-10%	0%	1%	-1%	4%
O=C(O)c1cccc(S(=O)(=O)N2Cc3ccccc3C2)c1	0.0%	2%	-2%	-7%[46.1 µM]	2%	-16%	8%	15%
CC(=O)Nc1ccc(-c2nnn(CC(=O)Nc3ccc4c(c3)OCO4)n2)cc1Cl	-2.5%	7%	i	2%	-5%	8%	-1%	3%
Cc1ccc2c(c1)C1CN(C)CCC1N2C(=O)c1ccccc1NS(=O)(=O)c1ccc(F)cc1C (stereo not given)	-1.8%	-4%	-16%	4%	-2%	12%	1%	6%
CN(C)Cc1ccccc1C1(O)c2ccccc2CSc2ccccc21 (stereo not given)	5.1%	-12%	-8%	?	1%	14%	-1%	22%[38.3 µM]
COc1ccc(N2CCN(C(=O)c3csc4ccccc34)CC2)cc1	-1.1%	3%	i	-19%[46.1 µM]	-1%	-12%	0%	-1%[38.3 µM]
Cc1ccc(NC(=O)COc2cccc3ccc(C)nc23)c(Br)c1	1.0%	8%	-3%	0%	-6%	-21%	-2%	6%
COC(=O)[C@@]1(Cc2ccc(OC)cc2)[C@H]2c3cc(C(=O)N4CCCC4)n(CCn4cc([N+](=O)[O-])nc4C)c3C[C@H]2CN1C(=O)c1ccccc1	0.2%&2.6%	3%&-5%	-1%&-3%	-6%	7%&9%	-7%&0%	-2%&-4%	4%&-5%
COc1ccccc1-c1cc(=O)c2c(O)ccc([N+](=O)[O-])c2o1	1.1%	2%	i	-29%	-6%	.	.	.
N/C(=N\c1nc2ccccc2o1)NC(=O)c1ccc([N+](=O)[O-])cc1	17%	9%	i	-11%	6%	.	.	.
NC(=NCc1ccc(Cl)cc1Cl)NC(=O)c1nc(Cl)c(N)nc1N	0.8%&0.0%	8%&-1%	i	.	.	-43%&-39%[inhibitor]	.	5%&-1%
Cc1nn(C)cc1CNC(=O)Nc1ccc(Br)cc1Cl	3.2%	9%	-1%	10%[46.1 µM]	-1%	-3%	-1%	17%[38.3 µM]
Clc1nc(N2CCOCC2)ncc1Br	-2.9%	5%	i	-10%	-11%	.	.	.
O=C1C2CCCN2C(c2ccccc2F)N1c1cccc(Cl)c1 (stereo not given)	0.0%	-3%	-8%	-9%[46.1 µM]	2%	4%	1%	12%[38.3 µM]
NC(=O)c1ccc[n+](CC(=O)c2ccc(F)cc2)c1	-2.1%	10%	-9%	14%	-6%	.	.	.
Cc1ccc(N2C=Nc3ccc(C)c4nc(C)cc2c34)cc1	-3.0%	-5%	-6%	-14%[46.1 µM]	?	18%	-3%	35%[38.3 µM]
O=C(NCCN1CCOCC1)c1cc(-c2ccco2)on1	-1.0%	-4%	i	-3%[46.1 µM]	-11%	21%	-2%	1%
C=CCOC(=O)CCC(=O)Nc1cccc2ccccc12	-3.9%	2%	i	-19%[46.1 µM]	-2%	3%	1%	-5%[38.3 µM]
COc1ccc(/C=N/NC(=O)c2ccccc2OCc2ccccc2)c(OC)c1	6.7%	9%	?	?	?	-14%	0%	16%
O=C1OCC2=C1C(c1ccc(F)cc1)c1cc3c(cc1N2)OCCO3 (stereo not given)	-0.8%	-1%	-12%	4%	?	-11%	0%	10%
O=C(/C=C/Nc1ccc(F)cc1F)c1cccs1	0.0%	27%	-7%	22%	-1%	0.4µM*	7.9µM*	-4%
Cc1cc(NC(=O)CSc2nc(N)c(NC(=O)c3ccco3)c(=O)[nH]2)no1	1.1%	-5%	i	12%	3%	.	.	.
CS(=O)(=O)c1ccc(Cl)c(C(=O)O)c1	0.4%	-1%	-15%	-4%[46.1 µM]	1%	-5%	1%	-9%[38.3 µM]
CN1CCN(S(=O)(=O)c2ccc(NC(=S)NC(=O)C(C)(C)C)cc2)CC1	-3.5%	-6%	-1%	-3%	4%	.	0%	4%
Cc1ccccc1Nc1nc(N)nc(COC(=O)C2CCCCC2)n1	3.4%	-29%	3%	8%	-2%	13%	-6%	2%
COc1ccc(OC)c(C2C(C(=O)Nc3cccnc3)=C(C)NC3=C2C(=O)CCC3)c1 (stereo not given)	0.0%	7%	6%	0%[46.1 µM]	?	11%	-4%	-3%
C=CCn1c(CCC(=O)O)ccc1-c1ccc(OC)cc1	1.0%	28%	i	-14%[46.1 µM]	?	16%	1%	1%[38.3 µM]
COc1ccccc1NC(=S)N(Cc1cccnc1)Cc1ccco1	-0.4%	-2%	-1%	-15%	-4%	-6%	-2%	10%
COCC(=O)N1CCC[C@@]2(CCN(C(=O)Nc3cccc(C#N)c3)C2)C1	.	-1%	-7%	.	.	-11%	-1%	-2%
CCN(CC)c1ccc2cc(S(=O)(=O)c3ccc(Cl)cc3)c(=O)oc2c1	?	-1%	-1%	-9%	?	-29%	0%	12%
CCCCOC(=O)c1nc(Cl)c(Cl)c(N)c1Cl	0.0%	2%	-2%	5%	-3%	-4%	-2%	3%
Cc1cc(C(=O)NNS(=O)(=O)c2ccccc2C(F)(F)F)nn1C(C)(C)C	0.0%	12%	3%	8%	3%	.	.	.
Cc1ccc(C)c(NC(=O)Cn2c([N+](=O)[O-])cnc2C)c1	0.0%	0%	-1%	-1%[46.1 µM]	11%	-9%	1%	2%[38.3 µM]
Brc1ccc(-c2nn3c(-c4ccco4)nnc3s2)o1	3.0%	-9%	-27%	?	-13%	0%	-2%	11µM*
Cn1cccc1C1C(C#N)=C(N)OC2=C1C(=O)CCC2 (stereo not given)	-1.2%	-2%	-3%	8%	?	.	.	.
O=C(c1cccnc1)N1C2CCC1CC(O)(c1ccc(F)cc1)C2 (stereo not given)	0.0%	-2%	i	-29%[46.1 µM]	2%	9%	10%	-3%[38.3 µM]
Cn1c(N)c(C(=O)COC(=O)c2cccc(S(=O)(=O)N3CCCCC3)c2)c(=O)n(C)c1=O	1.0%	-6%	-15%	9%	8%	15%	4%	7%
CC(C)=CC(=O)Nc1ccc(OCc2ccccc2)cc1	0.0%	142%[activator]	11%	-27%	6%	17%	?	-3%
COc1ccc(S(=O)(=O)NCCOc2ccccc2)cc1-n1cnnn1	5.3%	7%	-5%	0%	-1%	.	-1%	1%
Cc1cnnn1-c1ccc([N+](=O)[O-])cc1	-2.4%	7%	-33%	25%	1%	-15%	-5%	-7%
O=C(Cn1ncc2c(=O)oc3ccccc3c21)NCC1CCCO1 (stereo not given)	-1.0%	1%	0%	7%	12%	2%	-1%	8%
O=C(COC(=O)/C=C/c1cccc([N+](=O)[O-])c1)NCc1ccc2c(c1)OCO2	2.2%	3%	0%	4%	4%	-2%	0%	13%
COc1ccc(-c2cc(N)n(CCC#N)n2)c(OC)c1	1.5%	10%	-7%	-8%[46.1 µM]	-5%	2%	-5%	5%[38.3 µM]
COc1ccc(-c2nnc(SCC(=O)N3CCCCC3)o2)c(OC)c1	1.0%	8%	i	-1%[46.1 µM]	0%	?	3%	9%[38.3 µM]
N#Cc1ccc(-c2ccc(Cl)cc2)nc1SCC(=O)c1cccc(Cl)c1	-1.4%	-10%	i	?	?	-11%	-3%	5%[38.3 µM]
CC(=O)c1cc(-c2ccccc2)n(CCC(=O)NCc2cccs2)c1C	-0.9%	2%	?	-7%[46.1 µM]	-8%	-13%	1%	28%[38.3 µM]
Cc1nnsc1C(=O)NC1CCCCC1	0.1%	6%	i	5%[46.1 µM]	-3%	8%	0%	-1%[38.3 µM]
COc1ccc(NC(=O)c2cccc(C#N)c2)cc1NS(=O)(=O)c1ccc(F)cc1	0.0%	2%	0%	1%	467%[activator]	21%	6%	-3%
CC(C)n1nnnc1SCC(=O)NCc1cccs1	-0.9%	-1%	-11%	-6%[46.1 µM]	-1%	2%	2%	-7%
NCCCNCCCCNCCCN	-1.2%&5.0%	4%&2%	?	-10%[46.1 µM]	-2%&-1%	16%	-9%&0%	11%&-1%
Cc1onc(-c2ccccc2)c1C(=O)N/N=C/c1cccs1	6.2%	-1%	-8%	0%	-6%	.	.	.
O=C1NCCN1CCN1C(=O)c2ccccc2NC1c1ccccc1 (stereo not given)	0.0%	-1%	i	4%	?	.	.	.
O=C1CC(SCc2nc3ccccc3[nH]2)C(=O)N1c1ccc(F)cc1 (stereo not given)	-2.0%	-3%	0%	2%[46.1 µM]	-26%	?	-2%	15%[38.3 µM]
CCOC(=O)NC[C@H](Cc1ccc(OCCc2nc(-c3ccccc3)oc2C)cc1)N/C(C)=C\C(=O)c1ccc(C(F)(F)F)cc1	-1.6%	-8%	-3%	.	?	-28%	-2%	-1%
Cc1cc(C)n2nc(N)c(N=Nc3ccccc3)c2n1	-1.0%	9%	-9%	26%	-8%	.	.	.
CCOc1ccc(Cl)cc1CSc1n[nH]c(C)n1	-1.9%[10.1 µM]	2%	i	4%	-12%	-20%	2%	9%
Cc1nccc2oc(=O)c(NC(=O)c3ccc(Cl)cc3)cc12	-0.1%	4%	i	-7%	5%	3%	-3%	0%
Cc1oc(S(=O)(=O)N2CCCCC2)cc1NC(=O)Nc1ccc(Cl)cc1	-0.6%	6%	-4%	39%	?	.	.	.

Some of the compounds tested (hit frequency here may not be typical).
